Screening results from PubChem.
aSyn yeast rescue: qHTS of alpha-syn Inhibitors: NCGC Sytravon Library Screen | S. cerevisiae alpha-synuclein toxicity rescue, BacTiter-Glo growth, 24 h | Potency, µM (doses to about 46.1 µM), inactives show at the highest dose growth rescue (activation), actives largely listed as activators | actives 0.02% (n = 94,000) | AID 1347070, 2019; active = well fitted activation curve with a large enough effect; inconclusive = small, poorly fitted or top-dose-only effect; note: 0% is about no effect
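Growth restoration measured by BacTiter-Glo luminescence after 24 hr at 30 deg C; alpha-synuclein yeast, raffinose-pregrown to mid-log, were added at OD600=0.02 in galactose medium onto pinned compounds.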
Active calls of the source: *; ? = inconclusive; & = joins results of further samples; [ ] = dose if it differs, or a comment. Potency is the fitted concentration of half-maximal effect. A portion of the library (hit frequency here may not be typical).

No.	mol	aSyn yeast rescue
1	Cc1ccc(C(=O)N2CCN(c3ccccn3)CC2)cc1C	-3%
2	CN(CC(=O)Nc1ccccc1C(F)(F)F)C(=O)CSCc1ccccc1	1%
3	CCOc1ccc2nc(N3CCCC(C(=O)NCc4ccc(OC)cc4)C3)sc2c1 (stereo unspecified)	10%
4	Cc1nnc(NC(=O)CSc2nccn2-c2ccc(Cl)cc2)s1	2%
5	CCCCCCN1C[C@H](n2cc(C3CC3)nn2)[C@@H](O)C[C@@H]1c1ccc(C)cc1	6%
6	CN(C(=O)CC(=O)Nc1ccc(Cl)c(Cl)c1)c1ccccc1	-20%
7	CCCCC(=O)Nc1cc(-c2nc3cccnc3s2)ccc1C	-14%
8	CCOc1ccc(CCNC(=O)c2cnc3sc(N4CCCCC4)nn3c2=O)cc1	4%
9	CCN(CC)c1ccc(NC(=O)CN2CCN(c3ccccc3F)CC2)cc1	-4%
10	CC(=O)N1CCCc2ccc(NS(=O)(=O)c3cccc(Cl)c3)cc21	1%
11	C[C@H](N)c1nnc(SCC(N)=O)o1	-2%
12	O=C(Cn1ncc2c3ccccc3n(Cc3ccccc3)c2c1=O)N1CCN(c2ccccn2)CC1	1%
13	Cc1oc2ncnc(N3CCCCC3)c2c1C(=O)N1CCN(c2ccc(Cl)cc2)CC1	-3%
14	COC(=O)c1cc(S(=O)(=O)N2CCN(c3cccc(Cl)c3)CC2)c[nH]1	-7%
15	Cc1cc(C(=O)N2CCN(c3cc(Cl)ccc3C)CC2)c2c(C)nn(-c3ccccc3)c2n1	5%
16	COc1cccc(OC)c1C(=O)Nc1nc2c(s1)CCc1ccccc1-2	-4%
17	CCc1cc(S(N)(=O)=O)cc(CC)c1NC(C)=O	3%
18	Cc1ccc(S(=O)(=O)NCc2cccnc2)cc1C(=O)N1CCCC1	9%
19	O=C(C1CCN(c2ncnc3c2nc2n3CCCCC2)CC1)N1CCN(c2ccccc2)CC1	24%
20	COc1ccc(OC)c(-c2cc(C(=O)N/N=C/c3cc(OC)c(OC)cc3OC)c3ccccc3n2)c1	-2%

Screen by screen, quoted from above.
aSyn yeast rescue for entries 11–20, in order: -2%, 1%, -3%, -7%, 5%, -4%, 3%, 9%, 24%, -2%

Next results.
No.	mol	aSyn yeast rescue
21	CC(C(=O)N1CCN(Cc2ccc3c(c2)OCO3)CC1)n1cc([N+](=O)[O-])cn1 (stereo unspecified)	-3%
22	N#Cc1ccccc1Cn1c(=O)n(-c2cccc(C(F)(F)F)c2)c(=O)c2sccc21	10%
23	O=C(O)C1CC=CCC1C(=O)NCc1cn2ccccc2n1 (stereo unspecified)	-2%
24	Cc1cccc(C)c1NC(=S)N/N=C1\CC2CC=CC12 (stereo unspecified)	10%
25	CC(C)(C)OC(=O)N1CCC(c2c(C(=O)NCc3cccs3)cnn2-c2ccc(F)cc2F)CC1	3%
26	CCn1nnnc1-c1ccc(OC)c(S(=O)(=O)Nc2ccc(S(N)(=O)=O)cc2)c1	-4%
27	COc1ccc(OC)c(NC(=O)Cn2c(=O)n(Cc3ccco3)c(=O)c3cc(OC)c(OC)cc32)c1	4%
28	Cc1ccccc1CN1C(=O)c2ccccc2Sc2ccc(C(=O)O)cc21	-14%
29	COc1ccc(-c2noc(N(c3nc(-c4ccc(OC)c(OC)c4)no3)c3ccccc3OC)n2)cc1OC	-5%
30	CCOC(=O)c1c(C)[nH]c(CCC(=O)NCCCN2CCN(c3cccc(Cl)c3)CC2)c1C	4%

Reformatted field by field: entries from further up.
#27 COc1ccc(OC)c(NC(=O)Cn2c(=O)n(Cc3ccco3)c(=O)c3cc(OC)c(OC)cc32)c1
  aSyn yeast rescue: 4%
#25 CC(C)(C)OC(=O)N1CCC(c2c(C(=O)NCc3cccs3)cnn2-c2ccc(F)cc2F)CC1
  aSyn yeast rescue: 3%
#24 Cc1cccc(C)c1NC(=S)N/N=C1\CC2CC=CC12 (stereo unspecified)
  aSyn yeast rescue: 10%
#30 CCOC(=O)c1c(C)[nH]c(CCC(=O)NCCCN2CCN(c3cccc(Cl)c3)CC2)c1C
  aSyn yeast rescue: 4%

Next structures
No.	mol	aSyn yeast rescue
31	COc1ccc(Cn2c(O)c(/C=C3/C=CC=N3)c(=O)[nH]c2=O)cc1	9%
32	Cc1nc2sccn2c(=O)c1S(=O)(=O)Nc1ccc(N2CCN(C)CC2)cc1	-3%&-21%
33	COc1ccc(Cl)cc1NC(=O)NCc1noc2ccccc12	6%
34	CCC1CN(C(=O)N2CCC(C(=O)NCc3ccco3)CC2)c2cc(C)ccc2O1 (stereo unspecified)	2%
35	CCSc1nnc(NC(=O)[C@H](C)NC(=O)c2ccccc2Cl)s1	-8%
36	Cc1ccc([C@H]2C[C@H](O)[C@@H](n3cc(-c4ccc(F)cc4)nn3)CN2Cc2cccs2)cc1	2%
37	COCCCNC(=O)C1CCN(C(=O)c2cc3sccc3n2Cc2ccc(Cl)cc2)CC1	8%
38	COc1ccccc1NC(=O)CSc1oc(-c2ccco2)nc1S(=O)(=O)c1ccc(Br)cc1	-12%
39	COC(=O)c1c(C)sc(-c2c(-c3ccc4c(c3)OCCO4)[nH]c3c2c(=O)[nH]c(=O)n3C)c1O	0%
40	c1ccc(CSc2nnc(C3CCNCC3)o2)cc1	7%
41	O=C(Nc1ccc(S(=O)(=O)Nc2nccs2)cc1)C(F)(F)F	9%
42	CC(=O)N1CCCN(Cc2cn(-c3ccc(C)cc3)nc2-c2cccc(C)c2)CC1	3%
43	COc1ccsc1C(=O)Nc1ccc(F)cc1F	-12%
44	Cc1ccccc1N(CC(=O)NC1CCCCC1)C(=O)CNC(=O)c1cccs1	1%
45	Cc1c(Cl)cccc1-c1ccc(C(=O)Nc2ccc(F)cc2)o1	-17%
46	COc1ccc([N+](=O)[O-])cc1NC(=S)NC(=O)C(C)(C)C	-1%
47	COc1nc(-c2ccccc2)cc(-c2ccc3c(c2)OCO3)c1C#N	1%
48	Cc1cc(F)ccc1S(=O)(=O)Nc1ccc2c(c1)CCCN2C(=O)c1cccs1	12%
49	COC(=O)c1cc(OC)c(OC)c(OC)c1[N+](=O)[O-]	-3%
50	CCc1noc(C)c1C(=O)OC(C)C(=O)Nc1cc([N+](=O)[O-])ccc1OC (stereo unspecified)	-7%
51	O=C(O)COc1ccc(/C=N/NC(=O)c2ccc(-c3csc(Nc4ccc(Cl)cc4)n3)cc2)cc1	4%
52	COCc1cc(C)nc2sc3c(c12)NC(c1ccc(NC(C)=O)cc1)N(c1ccc(C)cc1)C3=O (stereo unspecified)	0%
53	O=c1oc2c(CN3CCCC3)c(O)ccc2cc1-c1ccccc1	2%
54	CC12CCC(=O)N1C(C(=O)NNC(=O)c1ccc(F)cc1)CS2 (stereo unspecified)	0%
55	CCN1C(=O)CC(C(=O)Nc2ccc(OC)cc2)SC1=Nc1ccc(C)c(C)c1 (stereo unspecified)	4%
56	COc1ccc(C)cc1NCc1nnc2n1CCCCC2	2%
57	COc1ccc(C2=NN(C(=O)CN3CCOCC3)C(c3nc4ccccc4[nH]3)C2)cc1 (stereo unspecified)	-50%[inhibitor]
58	CCCCSc1nnc2c(n1)OC(c1ccc(Br)s1)N(C(C)=O)c1ccccc1-2 (stereo unspecified)	6%
59	Cc1cccc2sc(N(CCCN(C)C)C(=O)c3ccco3)nc12	-3%
60	CC(Nc1cccc2ccccc12)C(=O)N/N=C/c1ccc([N+](=O)[O-])cc1 (stereo unspecified)	19%
61	COC(=O)c1c(NC(=O)c2nc(SC)ncc2Cl)sc2c1CCCC2	-1%
62	CCOc1ccccc1C(=O)N1CCc2cc(OC)c(OC)cc2C1COc1ccc2c(C)cc(=O)oc2c1 (stereo unspecified)	5%
63	O=C(NCCc1ccccc1)c1nc(-c2ccc(Cl)cc2)n2c1CCCCC2	?
64	CCCCOc1ccccc1C(=O)N(Cc1ccc(C)o1)C1CCS(=O)(=O)C1 (stereo unspecified)	-10%
65	O=C(Nc1cccc(F)c1)Nc1ccc2c(c1)C(=O)OC2	1%
66	CC(=O)Nc1cccc(N=NN2CCOCC2)c1	2%
67	CCc1nc2ccc(C(=O)N3CCN(c4ccccc4F)CC3)cc2nc1CC	6%
68	C[C@@H]1CN([C@H](C)CO)C(=O)c2cc(Br)cnc2O[C@@H]1CN(C)C(=O)NC1CCCC1	8%
69	O=C(NC1CCCc2ccccc21)c1ccccc1OC(F)F (stereo unspecified)	-4%
70	CCCCN1C[C@H](Cc2ccccc2)[C@@H](CC(=O)NC)C1=O	3%
71	O=c1oc2ccc3ccccc3c2cc1-c1nnc(-c2cccs2)o1	-18%
72	CCCSC1=NC2(CCN(C(=O)NC3CCCCC3)CC2)N=C1c1ccc(C)cc1	6%
73	CC1CCN(S(=O)(=O)N2CCC(C(=O)NCc3ccc(F)cc3Cl)CC2)CC1	-5%
74	Cc1ccc([C@H]2C[C@H](O)[C@@H](n3cc(-c4ccc(F)cc4)nn3)CN2C(=O)c2cccs2)cc1	4%
75	O=S(=O)(NCc1ccccc1Cl)c1ccc(N2CCCCS2(=O)=O)cc1	-20%
76	O=C(Cc1ccc(Cl)cc1)NCC(c1cccs1)S(=O)(=O)c1ccc(F)cc1 (stereo unspecified)	?
77	COc1ccc(NC(=O)CN2C(=O)NC(c3ccccc3)(c3ccccc3)C2=O)cc1	-12%
78	COc1ccc(Cl)cc1NC(=O)CN1CCCC1	4%
79	CCOc1cccc(CC(=O)NCc2ccc3c(c2)CCN3C(C)=O)c1OCC	-13%
80	O=c1[nH]c(/C(Cl)=C/c2c(F)cccc2Cl)nc2cc(Cl)ccc12	-9%

More compounds:
No.	mol	aSyn yeast rescue
81	CC1=C(C(=O)N2CCOCC2)CC(CC(=O)NCc2ccco2)C(=O)N1CCC1=CCCCC1 (stereo unspecified)	-4%
82	C/C(=N\NC(=O)c1ccc2c(c1)OCO2)c1ccc(C(=O)O)s1	1%
83	CCN1CCCC(CO)(Cc2ccccc2)C1 (stereo unspecified)	12%
84	O=C(CCCCC(=O)NN=Cc1ccc2c(c1)CCC2)NN=Cc1ccc2c(c1)CCC2	1%
85	COc1ccc(OC)c(NC(=O)CCc2c(C)nc3c(-c4ccccc4)c(C)nn3c2C)c1	1%
86	CCCCN(C)CCNC(=O)C1CCCN(S(=O)(=O)c2cccc3nsnc23)C1 (stereo unspecified)	-12%
87	CC1=CC(=O)C2(C)C(C)=C(C)C12C (stereo unspecified)	-3%
88	CCn1cc(C(=O)N2CCN(c3ccc(OC)cc3)CC2)c(=O)c2cc(S(=O)(=O)N3CCOCC3)ccc21	-5%
89	O=c1[nH]c(C2CCN(S(=O)(=O)c3ccc4c(c3)OCCO4)CC2)nc2c1nnn2Cc1c(F)cccc1Cl	-2%
90	CCCN1Cc2cccc(C(=O)Nc3cc(C)cc(C)c3)c2C1=O	-5%

A second format for some results above:
64	CCCCOc1ccccc1C(=O)N(Cc1ccc(C)o1)C1CCS(=O)(=O)C1 (stereo unspecified)
  aSyn yeast rescue: -10%

1	Cc1ccc(C(=O)N2CCN(c3ccccn3)CC2)cc1C
  aSyn yeast rescue: -3%

58	CCCCSc1nnc2c(n1)OC(c1ccc(Br)s1)N(C(C)=O)c1ccccc1-2 (stereo unspecified)
  aSyn yeast rescue: 6%

Following part
No.	mol	aSyn yeast rescue
91	COc1cc(CC(=O)Nc2ccccc2N2CCCCC2)cc(OC)c1OC	11%
92	COc1ccc(OC)c(NC(=O)CSc2ccc(-c3cccs3)nn2)c1	-4%
93	C[C@H](CO)N1C[C@H](C)[C@@H](CN(C)S(=O)(=O)c2ccc(-c3ccccc3)cc2)OCc2cn(nn2)CCCC1=O	8%
94	COc1ccc(-c2noc(CSc3nnc(-c4ccncc4)n3-c3ccc(C)c(C)c3)n2)cc1	-3%
95	CCCOC(=O)c1ccc(NC(=O)Cc2csc(C)n2)cc1	-3%
96	COC(=O)c1cc(NC(=O)c2sc3ccccc3c2Cl)cc(C(=O)OC)c1	-1%
97	Cc1ccccc1NC(=O)CSc1nc2ccc(NC(=O)c3ccccc3)cc2s1	3%
98	COc1ccc(S(=O)(=O)NCC(c2ccco2)N2CCOCC2)cc1 (stereo unspecified)	-4%&-6%
99	Cc1ccc(NC(=O)CCc2ccccc2)cc1C	-6%
100	O=C(COC(=O)C12CC3CC(CC(O)(C3)C1)C2)NC12CC3CC(CC(C3)C1)C2	-1%
101	COC(CNS(=O)(=O)c1cccc2nonc12)OC	6%
102	O=c1c(-c2ccc(Cl)cc2)[n+]([O-])c2ccccc2n1OCc1nc2ccccc2[nH]1	7%
103	C[C@H](CO)N1C[C@H](C)[C@H](CN(C)C(=O)NC2CCCCC2)Oc2ncc(Br)cc2C1=O	15%
104	CC(=O)Nc1nnc(-c2c(-c3c(Cl)cccc3Cl)noc2C)o1	-2%
105	Cc1cccc(N2C(=O)CSC23C(=O)N(Cc2cccc(F)c2)c2ccccc23)c1 (stereo unspecified)	3%
106	COc1ccc(NC(=O)CN(C)C(=O)c2cccc(S(=O)(=O)N3CCN(C)CC3)c2)cc1	-5%
107	NC(=O)c1c(NC(=O)CCCn2cnc([N+](=O)[O-])n2)sc2c1CCCC2	-11%
108	COc1ccccc1NC(=O)N(C)C[C@H]1OCc2cnnn2CCCC(=O)N([C@@H](C)CO)C[C@H]1C	6%
109	CN(C)S(=O)(=O)c1ccc(Cl)c(C(=O)NC2CCN(Cc3ccccc3)C2)c1 (stereo unspecified)	-7%
110	Cc1cc(C)c(/C=C/c2onc(C)c2S(=O)(=O)N2CCC(C(=O)N(C)Cc3ccccc3)CC2)c(C)c1	3%
111	COc1ccc(N2CCN(C(=O)CN(C)S(=O)(=O)c3ccc4c(c3)c(=O)n(C)c(=O)n4C)CC2)cc1	-9%
112	Cc1ccc(S(=O)(=O)N2CCCCC2c2cccnc2)c(C)c1C (stereo unspecified)	5%
113	COc1ccc(CNC(=O)C(CCSC)NS(=O)(=O)c2ccc3c(c2)oc(=O)n3C)cc1 (stereo unspecified)	-7%
